S100A4 MyoIIA = inhibitors of S100A4-myosin IIA peptide binding, primary screen, biochemical, fluorescence polarization, TAMRA-MyoIIA peptide | Protein S100-A4 (Homo sapiens), P26447 | inhibition, % at 10.7 µM | 0.14% of 360,000 active | AID 652163, 2013;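 active means mean inhibition of at least 70% across replicates, with every replicate also reaching that level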
Target sequence (P26447 whole entry, looked up): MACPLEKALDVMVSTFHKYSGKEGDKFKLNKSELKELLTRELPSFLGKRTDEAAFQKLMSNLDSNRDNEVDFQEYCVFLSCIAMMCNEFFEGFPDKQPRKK
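Compound dosing: one dose per compound; test system: human S100A4 monomer with TAMRA-labelled myosin IIA peptide; probe or stimulus: TAMRA-labelled myosin IIA heavy-chain peptide probe, 5 nM; medium: HEPES buffer with Ca2+, pH 7.2; schedule: 5 min incubation before reading; benchmarks: neutral control DMSO, positive control TFP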
LGR2 inh = inhibitors of bursicon-induced LGR2 CRE-luciferase signal, primary screen, cell-based, HEK293, CRE-luciferase reporter, bursicon stimulation; 0.35% of 380,000 active; Drosophila bursicon receptor LGR2 (rickets); AID 720647, 2013; bursicon-stimulated, 4 h; inhibition, % at 9.99 µM;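 active means drop in luminescence signal, shown as inhibition above about 50% in the replicate tests, limit read from the data, passing the limit was not always enough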;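 further: agonist challenge used bursicon conditioned medium at about half maximal strength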
ERAP1 inh = human ERAP1 aminopeptidase inhibitors, primary screen, biochemical, single point, plate reader. inhibition, % at 10.7 µM. recombinant ERAP1, Leu-AMC fluorescence, 60 min. AID 652197, 2013. 0.15% of 340,000 active;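 active means mean replicate inhibition of at least 30%, or all replicates individually reaching that 30% level; inactive means mean below 30% and not every replicate reaching it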;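 further: 0% = neutral control wells and 100% = L-leucinethiol positive control wells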
Target sequence (Q9NZ08 whole entry, looked up): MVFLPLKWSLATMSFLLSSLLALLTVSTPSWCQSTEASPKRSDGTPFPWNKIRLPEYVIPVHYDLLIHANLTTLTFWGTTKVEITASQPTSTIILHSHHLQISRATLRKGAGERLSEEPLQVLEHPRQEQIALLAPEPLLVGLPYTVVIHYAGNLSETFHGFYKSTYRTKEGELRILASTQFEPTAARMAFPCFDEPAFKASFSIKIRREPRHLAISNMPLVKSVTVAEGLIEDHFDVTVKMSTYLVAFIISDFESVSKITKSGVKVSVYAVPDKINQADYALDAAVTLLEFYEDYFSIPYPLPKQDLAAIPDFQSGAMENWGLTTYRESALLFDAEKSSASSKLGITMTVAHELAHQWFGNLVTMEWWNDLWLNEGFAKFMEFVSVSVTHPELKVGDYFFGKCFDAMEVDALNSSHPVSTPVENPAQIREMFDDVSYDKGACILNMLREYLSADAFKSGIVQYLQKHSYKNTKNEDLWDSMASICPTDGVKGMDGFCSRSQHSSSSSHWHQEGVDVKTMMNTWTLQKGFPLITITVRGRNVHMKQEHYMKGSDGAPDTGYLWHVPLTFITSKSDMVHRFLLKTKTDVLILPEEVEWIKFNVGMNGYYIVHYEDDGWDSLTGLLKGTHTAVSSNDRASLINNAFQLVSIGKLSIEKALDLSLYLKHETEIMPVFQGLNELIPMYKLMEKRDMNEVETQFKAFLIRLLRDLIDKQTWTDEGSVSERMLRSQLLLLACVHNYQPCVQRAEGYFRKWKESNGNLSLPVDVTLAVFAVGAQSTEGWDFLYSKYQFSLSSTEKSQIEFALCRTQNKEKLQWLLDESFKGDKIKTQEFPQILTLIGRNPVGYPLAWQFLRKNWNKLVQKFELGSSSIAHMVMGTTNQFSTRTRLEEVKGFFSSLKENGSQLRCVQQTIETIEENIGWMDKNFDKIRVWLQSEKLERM
FN deposition inh = inhibitors of fibronectin matrix deposition, primary screen, AH1F cells, Alexa488-fibronectin fluorescence, plate reader | AH1F fibroblasts, overnight | inhibition, % at 12.6 µM | 0.086% of 350,000 active;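 active means mean inhibition across replicates of 30% or more, regardless of how many single replicates reach that level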;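 further: positive control wells lacked labelled fibronectin entirely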
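Material: AH1F fibroblast monolayer depositing Alexa488-labelled fibronectin into matrix | Input: 10000 AH1F cells/well | Medium: DMEM plus 2% serum, read in PBS | Reagent: Alexa488-fibronectin, 24 nM final in well | Compound dosing: One dose per compound, pinned | Schedule: 1 h adhesion, overnight exposure | Measured by: Fluorescence at 485 nm excitation, 525 nm emission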
PAX8 reporter = inhibitors of PAX8-driven TPO luciferase reporter, primary screen, RMG-I cells, single concentration. inhibition, % at 12.6 µM. SteadyGlo, 24 h. AID 652154, 2013. 1.2% of 360,000 active;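 active means mean replicate inhibition at least 60% with every replicate also reaching 60%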;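 further: luciferase light reporting Pax8 driven TPO promoter activity; plate controls were median of neutral control wells for no effect and mitoxantrone controls for full effect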
PGC1a acetyl inh = inhibitors of PGC1a acetylation signal, primary screen, cell-based, U2OS, AlphaScreen, inhibitor mode; AlphaScreen anti-acetyl-lysine; with virally co-expressed GCN5 acetyltransferase; inhibition, % at 15.6 µM; 0.17% of 350,000 active; AID 651687, 2012;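 active means every replicate shows inhibition of at least 40%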;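 further: 0% = neutral control wells and 100% = positive control wells; some results beyond the cut were filed as inactive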
EWS-Fli block = EWS/Fli-driven NR0B1 reporter inhibitors, primary screen, A673 cells, NR0B1 luciferase, luminescence, MLPCN library | AID 651661, 2012 | viability-normalised | 0.67% of 350,000 active | inhibition, % at 12.6 µM;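 active means mean inhibition of at least 50% after viability correction, with every replicate also passing that limit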;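 further: firefly luciferase signal divided by Alamar Blue viability fluorescence both relative to DMSO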
PglD inh = C. jejuni PglD acetyltransferase inhibitors, primary screen, biochemical, DTNB colorimetric, single point | UDP-N-acetylbacillosamine N-acetyltransferase PglD (Campylobacter jejuni) | purified PglD enzyme, DTNB colorimetric CoA detection | inhibition, % at 12.5 µM | 0.098% of 360,000 active | AID 602405, 2012; in the data active means inhibition above about 16%, passing the limit was not always enough; further: strong numbers were not always called active
Numbers without * were called inactive; . = no result given.

Values in the order: PglD inh	PGC1a acetyl inh	EWS-Fli block	PAX8 reporter	ERAP1 inh	S100A4 MyoIIA	FN deposition inh	LGR2 inh
- CCN(CC)CCCNC(=O)c1c(O)c2cc(F)cc3c2n(c1=O)C(C)CC3 (centres undefined)
 : 3	-6	2	-6	10	-2	2	8
- O=C(O)c1cc(-c2ccc(Cl)c(Cl)c2)n(-c2ccc(F)cc2)n1
 : -5	3	-15	-5	-2	-3	-3	4
- CC(=O)c1ccccc1NC(=O)COC(=O)/C=C/c1ccc(OC(F)F)cc1
 : -2	.	4	32	9	-1	1	-2
- CC(NCc1ccccc1O)C12CC3CC(CC(C3)C1)C2 (centres undefined)
 : 8	.	13	-9	-6	-5	1	6
- C[C@H]1CN([C@@H](C)CO)C(=O)c2cc(NC(=O)c3ccncc3)ccc2O[C@@H]1CN(C)S(C)(=O)=O
 : 0	-6	8	-7	-1	4	3	-19
- COc1cccc(OC)c1C(=O)NC(=S)Nc1ccc2oc(=O)ccc2c1
 : -4	.	-24	-21	5	2	5	18
- CCN(CC)C(=O)CSc1nsc(SCC(=O)N(CC)CC)c1C#N
 : -4	-5	.	.	-4	-5	.	.
- COc1ccc(-n2c(CN3CCN(Cc4ccccc4)CC3)nc3ccc([N+](=O)[O-])cc3c2=O)c(OC)c1
 : 4	9	13	4	.	0	-2	-3
- COc1cccc(N(C(=O)c2cnccn2)C(C(=O)NC2CCCCC2)c2ccc(Cl)cc2)c1 (centres undefined)
 : 8	-9	.	19	.	.	-1	.
- COC(=O)c1ccc(CSCC(=O)Nc2cc(OC)cc(OC)c2)o1
 : -2	-1	.	-6	.	.	-3	.
- CCN(CC)Cc1c(O)ccc2occ(C(=O)c3ccccc3)c12
 : -5	-11	4	-14	3	8	6	-9
- COC(=O)C(C(=O)OC)C(CC(=O)c1ccc(C)cc1)c1cc(OC)c(OC)c(OC)c1 (centres undefined)
 : -7	-5	-1	-9	-6	-4	5	-4
- CCCC(=O)NCCc1cc2c(C)ccc(C)c2[nH]c1=O
 : 2	4	-15	-12	-2	0	-1	-11
- CCCCC1=NN2CCS(=O)(=O)N=C2S1
 : .	-2	-6	-11	-4	5	5	11
- COc1ccc(CN(C)C[C@H]2OCCCC[C@@H](C)Oc3ccc(NC(=O)Nc4ccc(F)cc4)cc3C(=O)N([C@H](C)CO)C[C@@H]2C)cc1
 : 14	-4	-22	-6	1	-16	.	-1
- COc1ccccc1C#Cc1ccc2c(c1)[C@@H]1[C@@H](CCN1C(C)=O)[C@@H](CO)N2C
 : -1	2	13	14	2	-4	0	13
- Cc1nn(CC(=O)NCCCc2ccccc2)c(=O)c2cc3occc3n12
 : 8	0	1	6	1	-2	-3	-11
- COc1ccc(N2CCN(C3CCCN(Cc4cccc(C(C)=O)c4)C3)CC2)cc1 (centres undefined)
 : -4	-7	13	4	-2	6	-3	9
- Cc1noc(C)c1S(=O)(=O)Nc1cccc2c1O[C@@H](CN(C)S(C)(=O)=O)[C@@H](C)CN([C@@H](C)CO)C2=O
 : 5	2	6	.	-1	-15	.	11
- Cc1cccc2c1-c1sc(C(=O)Nc3ccccc3N3CCN(C)CC3)cc1CO2
 : -3	-27	20	-46	-1	-6	5	11

Three entries out of the list, ordered by heavy-atom count, highest first:
Values in the order: PglD inh	PGC1a acetyl inh	EWS-Fli block	PAX8 reporter	ERAP1 inh	S100A4 MyoIIA	FN deposition inh	LGR2 inh
- COc1ccc(-n2c(CN3CCN(Cc4ccccc4)CC3)nc3ccc([N+](=O)[O-])cc3c2=O)c(OC)c1
 : 4	9	13	4	.	0	-2	-3
- C[C@H]1CN([C@@H](C)CO)C(=O)c2cc(NC(=O)c3ccncc3)ccc2O[C@@H]1CN(C)S(C)(=O)=O
 : 0	-6	8	-7	-1	4	3	-19
- COc1cccc(OC)c1C(=O)NC(=S)Nc1ccc2oc(=O)ccc2c1
 : -4	.	-24	-21	5	2	5	18

Look-ups from the list.
COC(=O)C(C(=O)OC)C(CC(=O)c1ccc(C)cc1)c1cc(OC)c(OC)c(OC)c1 (centres undefined) in LGR2 inh has -4
C[C@H]1CN([C@@H](C)CO)C(=O)c2cc(NC(=O)c3ccncc3)ccc2O[C@@H]1CN(C)S(C)(=O)=O in S100A4 MyoIIA has 4
COC(=O)c1ccc(CSCC(=O)Nc2cc(OC)cc(OC)c2)o1 in PAX8 reporter has -6
COc1ccccc1C#Cc1ccc2c(c1)[C@@H]1[C@@H](CCN1C(C)=O)[C@@H](CO)N2C in ERAP1 inh has 2
COc1cccc(OC)c1C(=O)NC(=S)Nc1ccc2oc(=O)ccc2c1 in PAX8 reporter has -21

Additional structures follow:
Values in the order: PglD inh	PGC1a acetyl inh	EWS-Fli block	PAX8 reporter	ERAP1 inh	S100A4 MyoIIA	FN deposition inh	LGR2 inh
- CN(C)C(=O)C[C@H]1CC[C@H]2[C@H](COc3ccc(NC(=O)Nc4cccc(Cl)c4)cc3C(=O)N2C)O1
 : 1	1	-10	-9	-2	1	12	-5
- CC(OC(=O)CCSc1ccccc1)C(=O)Nc1ccc(S(N)(=O)=O)cc1 (centres undefined)
 : 4	.	0	0	-2	-2	-4	1
- COc1ccc(-c2noc(CN(C)C(=O)c3ccoc3C)n2)cc1OC
 : -1	2	-6	1	-5	-3	-4	-11
- C[C@H]1CCCCO[C@H](CN(C)C(=O)c2ccncc2)[C@@H](C)CN([C@@H](C)CO)C(=O)c2cc(NC(=O)c3ccncc3)ccc2O1
 : -8	-5	.	-8	0	-1	6	-9
- Cc1ccc(Nc2nc3ccc(Cl)cc3n3cnnc23)cc1F
 : -3	8	1	-15	3	1	-8	-4
- CC(OC(=O)c1ccco1)C(=O)NCc1ccc2c(c1)OCO2 (centres undefined)
 : -3	.	-7	-2	-1	-1	1	1
- CCC(Sc1ncnc2c1c(-c1ccccc1)cn2-c1ccc(OC)cc1)C(=O)OC (centres undefined)
 : 3	3	1	15	4	-1	2	-1
- O=C(N/N=C/c1ccc2c(c1)OCO2)c1cccs1
 : 13	-14	-116	-200	-4	-2	1	-52
- CN(C(=O)c1cccc(Cl)c1)C1CCCN(Cc2ccccc2F)C1 (centres undefined)
 : 6	-1	5	14	0	-3	-7	2
- CCN(C(=O)CSc1nnnn1-c1ccccc1)C1CCS(=O)(=O)C1 (centres undefined)
 : .	11	-3	-11	0	1	-7	-12
- CCCNC(=O)N1C[C@@H]2[C@H](c3ccccc31)[C@H](CO)N2C(=O)NCCC
 : -2	5	-3	-17	2	-2	.	-11
- Cc1cccc(-n2c(-c3ccc(Br)o3)n[nH]c2=S)c1
 : .	.	8	-4	2	2	3	3
- CC(C)NC(=O)Nc1ccc2c(c1)CC(=O)N([C@H](C)CO)C[C@H](C)[C@H](CN(C)Cc1ccc(C(F)(F)F)cc1)O2
 : 1	-17	-2	-3	-1	-10	.	10
- CCN(CC)CCNC(=O)c1ccc(NC(=O)c2ccc3c(c2)CCC3)cc1
 : -2	.	-16	-12	-2	-19	-3	9
- CCOC(=O)C1CCCN(C(=O)c2ccc(C(F)(F)F)nc2C)CC1 (centres undefined)
 : -3	-2	-13	5	-2	5	.	-15
- CCCCN(C(=O)Cn1nnc2ccccc21)C(C(=O)NCCOC)c1cccs1 (centres undefined)
 : -7	4	.	6	.	.	-3	.
- CC(=O)Nc1ccc(NC(=O)C2CCN(C(=O)c3cccs3)CC2)cc1
 : .	13	4	10	9	3	-3	12
- CC(=NO)c1ccc2c(c1)Cc1cc([N+](=O)[O-])ccc1-2
 : .	.	-95	-195	1	-9	-2	-121
- NNC(=O)c1ccc(COCC(F)(F)C(F)F)cc1
 : .	.	-12	-4	2	-3	6	-38
- Cc1ccc(-c2nc3c4ccccc4ccn3c2CC2CCCCC2)cc1
 : .	.	1	0	.	-2	-4	-23

Not a retest: an excerpt of the list.
Values in the order: PglD inh	PGC1a acetyl inh	EWS-Fli block	PAX8 reporter	ERAP1 inh	S100A4 MyoIIA	FN deposition inh	LGR2 inh
- CN(C)C(=O)C[C@H]1CC[C@H]2[C@H](COc3ccc(NC(=O)Nc4cccc(Cl)c4)cc3C(=O)N2C)O1
 : 1	1	-10	-9	-2	1	12	-5
- CC(OC(=O)CCSc1ccccc1)C(=O)Nc1ccc(S(N)(=O)=O)cc1 (centres undefined)
 : 4	.	0	0	-2	-2	-4	1

(listing goes on)
Values in the order: PglD inh	PGC1a acetyl inh	EWS-Fli block	PAX8 reporter	ERAP1 inh	S100A4 MyoIIA	FN deposition inh	LGR2 inh
- COc1ccc(Cc2nc3c([nH]2)c(=O)n(C)c(=O)n3C)cc1OC
 : 8	-10	6	-19	2	-1	0	-16
- Cc1cc(NC(=O)c2ccc(Cl)cc2Cl)n(-c2ccccc2)n1
 : 1	.	-8	-15	3	3	-7	3
- O=C(NCc1ccccn1)c1ccc(S(=O)(=O)Nc2ccccc2F)cc1
 : 1	.	4	-2	-6	-18	.	0
- COc1cccc(S(=O)(=O)Nc2ccc3c(c2)OC[C@H](C)N(Cc2ccccc2F)C[C@H](C)[C@@H](OC)CN(C)C3=O)c1
 : .	-6	22	.	3	-2	-4	2
- C=Cn1cc(CNC[C@H]2O[C@@H](n3cc(C)c(=O)[nH]c3=O)C[C@@H]2O)c(C)n1
 : -2	.	3	-12	-1	3	0	7
- CCOc1ccc(CCNC(=O)CCC(=O)Nc2ccc3nc(N4CCN(C)CC4)cc(C)c3c2)cc1OCC
 : -5	11	-8	29	2	17	-2	-17
- O=C(O)/C=C/c1ccccc1Oc1ccc(Cl)cc1Cl
 : -3	-14	10	4	-6	0	6	4
- COCC(=O)NC[C@H]1[C@@H](c2ccc(C3=CCCC3)cc2)[C@@H](CO)N1C(C)=O
 : -2	15	1	-13	11	1	4	1
- CCOC(=O)N1CCN(C(=O)c2ccc(NS(=O)(=O)c3ccc(F)cc3)cc2)CC1
 : .	.	2	4	-3	-6	-2	.
- CCOc1ccc(CCNC(=O)CN2C(=O)NC3(CCCCCC3)C2=O)cc1OCC
 : 2	5	-4	5	7	-1	-2	9
- O=C(Nc1ccc(C(F)(F)F)cc1)C1(c2ccccc2)CC1
 : .	-16	-10	38	-2	0	-6	-11
- C[C@@H]1CN([C@H](C)CO)C(=O)c2cc(NS(=O)(=O)c3ccc(F)cc3)ccc2O[C@@H](C)CCCCO[C@H]1CN(C)S(=O)(=O)c1ccc(Cl)cc1
 : -1	2	8	98*	4	3	-1	-15
- CC(C)(C)S(=O)N1Cc2cc(C(=O)NCc3ccc4c(c3)OCO4)nc(-c3cccc(-c4ccncc4)c3)c2[C@H]1CCO (some centres undefined)
 : 0	6	20	15	6	-11	-11	1

Screening data deposited in PubChem BioAssay by Broad Institute.

No enrichment for hits; any-hit rate near 2.1%.
